# TDP1 cell noCPT: qHTS for Inhibitors of human tyrosyl-DNA phosphodiesterase 1 (TDP1): qHTS in cells in absence of CPT; Potency, µM (highest dose often 46.2 µM), inactives show at the highest dose activity change, negative = growth inhibition, actives largely listed as inhibitors; DT40 Tdp1-/- hTDP1 cells, no CPT, ATP luminescence, 48 h; 420,000 compounds, 15% hits; active = well fitted inhibition curve with a large enough effect; inconclusive = small, poorly fitted or top-dose-only effect; note: nearly all actives have a fitted effect of over 55% in size
#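 No-CPT arm: Tdp1-/-;hTDP1 DT40 cells (400/well) plus compounds, incubated ≥48 hr at 37 °C. Readout CellTiter-Glo luminescence.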
# * hit, by the source's call; ? = inconclusive. % is set by controls: 0 for no effect and ±100 for the full control effect; potency is the fitted concentration of half-maximal effect. This is a subset. The share of hits here may be higher or lower than overall.
SMILES,TDP1 cell noCPT
COc1cc2nc(N3CCCN(C)CC3)nc(N3CCN(C)CC3)c2cc1OC,16µM*
CCCCCCCCCCCCN1[C@@H](CC(=O)O)c2cc(C(F)(F)F)ccc2S1(=O)=O,?
COC(=O)c1ccc(NC(=O)CN(Cc2ccccc2)S(=O)(=O)c2ccc(C)cc2)cc1,?
Cc1ccc(C2=NOC(c3nnc(-c4ccccc4)o3)C2)cc1 (configuration not stated),-12%
CCC(C(=O)N1CCN(Cc2ccc3c(c2)OCO3)CC1)n1nnc2ccccc2c1=O (configuration not stated),?
O=C1NC2c3c(Cl)sc(Cl)c3C(=O)C2O1 (configuration not stated),21µM*
Cc1c(C(=O)NCC2CC2)sc2ncnc(NCCN3CCCCC3)c12,-20%
CC(C)(C)C(C(=O)NC1CCCC1)N1CCN(c2ncccc2C#N)CC1 (configuration not stated),?
COc1cc2c(cc1OC)C(=NO)CCCC2,?
OCCCNc1ncnc2c1ncn2[C@H]1CN(Cc2ccc(Cl)cc2)C[C@@H](CO)O1,-9%
CCc1nc2c(OCC(=O)c3ccc(F)cc3)cccn2c1N(C)C(=O)C(C)C,?
CCOc1ccccc1NC(=O)COC(=O)C1COc2ccccc2O1 (configuration not stated),-17%
CCOC(=O)c1cc2c(=O)n3cccc(C)c3nc2n(Cc2ccco2)c1=NC(=O)c1ccc(C)cc1,-5%
C[C@@H]1CN([C@H](C)CO)C(=O)CCCn2cc(nn2)CO[C@H]1CN(C)S(=O)(=O)c1cccc(F)c1,-4%
COc1ccc([C@H]2C[C@H](O)[C@@H](n3cc(COC(=O)c4ccccc4)nn3)CN2CC2CCCCC2)cc1,23µM*
O=C(Nc1ccccc1F)C1CCCC1,-1%
Cc1ccc2c(c1)nc1c3ccccc3nc(-c3ccccc3N)n21,?
COc1cc(NC(=O)c2cc(OC)c(OC)c(OC)c2)c2ncccc2c1,?
c1ccc(C(=NNc2nc3ccccc3s2)c2ccccn2)cc1,0.13µM*
NCc1csc(Nc2ncccn2)n1,?
Cc1ncc(-c2ccc(F)cc2)c(C2CCCN(Cc3cccc(O)c3)C2)n1 (configuration not stated),21µM*
Cc1nc2cc(OC3(C)CCN(Cc4ccc(OC(F)(F)F)cc4)C3)ccc2s1 (configuration not stated),?
CSc1ccc(CNC(=O)C2(C)CCCN2CC(C)C)cc1 (configuration not stated),16µM*
COC(=O)c1c(C)[nH]c(C(=O)COc2ccc3ccc(=O)oc3c2)c1C,9.2µM*
COC(=O)C1CCN(C(=O)c2cc(-c3ccco3)nc3ccccc23)CC1,?
CC(C)(C)S(=O)N1Cc2cc(C(=O)N3CCOCC3)nc(-c3cccc(Br)c3)c2[C@H]1CCO (some centres not stated),-23%
CC(=O)Nc1ccc(-c2ccnc3c2CC(C(=O)Nc2cccc(Oc4ccccc4)c2)O3)cc1 (configuration not stated),21µM*
CCOc1ccccc1C=NNC(=O)c1cccc2ccccc12,12%
CN(CCc1ccccc1)C(=O)c1ccc(NC(=O)Cc2ccc(NC(=O)C3CCCN(C(=O)CCc4ccccc4)C3)cc2)cc1 (configuration not stated),10µM*
CN(C)c1ccc(/C=C2\C(=O)/C(=C\c3ccc(N(C)C)cc3)c3ccccc32)cc1,?
Cn1cnc2c(F)c(Nc3ccc(Br)cc3Cl)c(C(=O)NOCCO)cc21,3%
CN(c1ccccc1)c1cc(Br)nc(Br)c1,?
COC(=O)c1ccc2c(c1C(=O)OC)CN(S(=O)(=O)C(C)(C)C)[C@H]2CCO,-4%
CN(C)c1ccc(-c2ccnc3c2CC(C)(C(=O)Nc2cccc(C(F)(F)F)c2)O3)cc1 (configuration not stated),?
C[C@@H]1CN([C@H](C)CO)S(=O)(=O)c2ccc(Br)cc2O[C@H]1CN(C)C(=O)Nc1cccc(F)c1,?
O=C(c1nc2ncccn2n1)N1CCOc2ccc(C(O)C(c3ccccc3)c3ccccc3)cc2C1 (configuration not stated),-46%
CC(C)[C@@H]1Cc2[nH]c(=S)[nH]c(=O)c2[C@H](C)O1,2%
CC1(C(=O)NCC2CC2)Cc2c(-c3ccccc3)ccnc2O1 (configuration not stated),13µM*
COCCN(C(=O)COC(=O)C(C)(C)Oc1ccc(Cl)cc1)c1c(N)n(Cc2ccccc2)c(=O)[nH]c1=O,-9%
CC(=O)Nc1ccc(/C=C2\C=Cc3ccccc32)cc1,?
COc1ccc(NC(=O)Nc2nc(C(N)CC(C)C)cs2)cc1 (configuration not stated),16µM*
CC(=O)NC(c1ccc(F)c(F)c1)c1nc(-c2cnc3ccccc3c2)cs1 (configuration not stated),?
Cc1ccc2nc(-c3ccccc3)c(Cc3ccsc3)n2c1,16µM*
Cc1ccc(C)c(C(=O)CSc2nc(-c3ccccc3)nc3c2CCCC3)c1,?
COc1cccc2ccc(CC(O)(c3ccccc3)c3ccccc3)nc12,26µM*
Cc1cc(Br)cc(C=Nc2ccc(N3CCOCC3)cc2)c1O,7%
CN1CCN(c2ccc3c(c2)C2CC3CCN2C(=O)OCc2ccccc2)CC1 (configuration not stated),?
Cc1ccc(S(=O)(=O)NC(C)C(=O)OCC(=O)Nc2sccc2C(N)=O)cc1 (configuration not stated),-3%
COc1cccc(C(NC(C)=O)c2nc(-c3cccc(C(F)(F)F)c3)cs2)c1 (configuration not stated),?
CC(NC(=O)c1cc(F)ccc1F)c1nnc2n1CCN(Cc1ccccc1O)CC2 (configuration not stated),-27%
CCOc1ccc(C2C(C(N)=O)=C(C)Nc3nc(-c4ccc(OC)cc4)nn32)cc1 (configuration not stated),-7%
COc1ccccc1CC(=O)NO,-15%
Cc1nc(NC(=O)c2ccccc2)sc1-c1cc(C(=O)O)nn1Cc1ccccc1,-3%
Cc1ccc2c(c1)[C@H]1[C@H](CO2)[C@H](c2ccccc2)[C@]2(C)C(=O)Nc3ccc(F)cc3C(=O)N12,21µM*
CCNC(=O)C1(C)CCCN(C(=O)c2ccc3c(c2)C(C)(C)CCC3(C)C)C1 (configuration not stated),6.5µM*
Cc1c(C(=O)Nc2ccccc2)cnn1-c1ccccc1,-29%
CCOC(=O)C1=C[C@@H](C(C)(C)C)N(S(=O)(=O)c2ccc(C)cc2)[C@H]1c1ccc(F)cc1,23µM*
CCn1c(N2CCN(C(c3ccccc3)c3ccccc3)CC2)nc2c1c(=O)[nH]c(=O)n2C,1%
COc1ccc(OC)c(-c2cc(Cl)c3c(c2)CC(CNC(=O)/C=C/c2ccccn2)O3)c1 (configuration not stated),-11%
CC(C)CNc1ncnc2c1ncn2[C@H]1CN(C2CCCC2)C[C@@H](CO)O1,?

# Entries listed so far with a CF3 group (4):
SMILES,TDP1 cell noCPT
CCCCCCCCCCCCN1[C@@H](CC(=O)O)c2cc(C(F)(F)F)ccc2S1(=O)=O,?
Cc1nc2cc(OC3(C)CCN(Cc4ccc(OC(F)(F)F)cc4)C3)ccc2s1 (configuration not stated),?
CN(C)c1ccc(-c2ccnc3c2CC(C)(C(=O)Nc2cccc(C(F)(F)F)c2)O3)cc1 (configuration not stated),?
COc1cccc(C(NC(C)=O)c2nc(-c3cccc(C(F)(F)F)c3)cs2)c1 (configuration not stated),?

# Following part:
SMILES,TDP1 cell noCPT
COc1ccc(C)cc1S(=O)(=O)NC(C)c1cnn(-c2ccccn2)c1C (configuration not stated),-8%
c1ccc(NCCC2OCC3(CO2)COC(CCNc2ccccc2)OC3)cc1 (configuration not stated),?
CC(=O)c1ccc(N2CCN(Cc3cc(=O)n4c(-c5ccccc5)csc4n3)CC2)cc1,21µM*
CSC1=NC2(C[C@H]2c2ccccc2)C(=O)N1C (some centres not stated),-13%
Cc1cc2ccccc2cc1C(=O)c1ccccc1,-22%
CCCCNC(=O)c1nc(-c2ccccc2)oc1-c1ccc(Cl)cc1,?
CCOC(=O)C1CCCC12Nc1cccc3cccc(c13)N2 (configuration not stated),15µM*
O=C(NCCCN1CCCC1=O)c1cc(S(=O)(=O)N2CCN(c3ccccc3)CC2)ccc1Cl,?
O=C1NC[C@@H](CCCCN2C[C@H](Cc3ccc(O)cc3)N(CC3CCCCC3)C(=O)C2=O)N(CC2CCCCC2)C1=O,-17%
Cc1ccc(NC(=O)C(C)OC(=O)COc2cccc(C(F)(F)F)c2)cc1S(=O)(=O)N1CCOCC1 (configuration not stated),7%
COc1ccccc1NC(=O)c1ccc(NC(=O)C2CC2)cc1,1%
COCCCN1C(=O)C(CC(=O)NCc2cccc3ccccc23)CC(C(=O)N(C)C)=C1C (configuration not stated),-24%
COC(=O)c1ccc(CNC(=O)Cn2cc(C)c(=O)[nH]c2=O)cc1,-1%
O=C(Nc1ccc(-c2ccccc2)cc1)c1ccc2c(c1)S(=O)(=O)c1ccccc1C2=O,-11%
Nc1cc(Cl)cc2c1-c1ccc(Cl)cc1C2,?
Cc1cc(C)c(S(=O)(=O)Oc2ccccc2[N+](=O)[O-])c(C)c1,18µM*
CCCCn1cnc2c(SCc3ccc(Br)cc3)nc(N)nc21,?
CCN(c1ccccc1)S(=O)(=O)c1cccc(C(=O)OCC(=O)c2c(N)n(C)c(=O)n(C)c2=O)c1,18µM*
NC(c1csc(NC(=O)Nc2ccccc2Oc2ccccc2)n1)c1ccccc1Cl (configuration not stated),?
COCCNC(=O)C1(C)Cc2c(-c3ccc(NC(C)=O)cc3)ccnc2O1 (configuration not stated),?
CC(=O)Oc1ccccc1Cn1c(C)c(C(=O)NCc2ccc(Cl)c(Cl)c2)sc1=O,?
OCCOCCn1c(C2CCCN2c2nc(-c3ccc(F)cc3)cs2)nc2cc(C(F)(F)F)ccc21 (configuration not stated),?
COc1ccc(C2=Cc3ccccc3C(CC(=O)C3CC3)N2c2ccc(-c3cc(OC)c(OC)c(OC)c3)cc2)cc1 (configuration not stated),-6%
Cn1c(=O)oc2cc(S(=O)(=O)N3CCN(C(=O)c4ccco4)CC3)ccc21,-9%
CCOC(=O)C1=C(C)N=c2sc(=Cc3cc(Cl)c(OCC(=O)O)c(Cl)c3)c(=O)n2C1c1cccc(OC)c1 (configuration not stated),?
CCc1nnc(NC(=O)CSc2nnc(CNC(=O)c3ccccc3)o2)s1,-8%
COC1OC(O)C(NC(=O)C(F)(F)F)CC1O (configuration not stated),2%
CSc1ccc(C(O)c2ncc(-c3cccc(F)c3)[nH]2)cc1 (configuration not stated),?
COc1ccc(/C=C/C(=O)Oc2ccc(C=O)cc2OC)cc1,-19%
c1cn2cc(-c3ccc(CN4CCOCC4)cc3)ccc2n1,-28%
CN(Cc1ccc(Cl)cc1Cl)C(=O)C1CC(=O)N(Cc2ccco2)C1 (configuration not stated),?
COC(=O)c1ccccc1NC(=O)c1cc2c(-c3ccc(OC)c(OC)c3)nn(C)c2s1,-18%
O=C(Nc1csnn1)OCc1ccccc1,-22%
O=C(/C=C/[C@H]1O[C@@H](n2ccc(=O)[nH]c2=O)[C@H](O)[C@@H]1O)NCc1cccnc1,24%
Cc1ccccc1OC1(C)CCN(Cc2ccc3ccccc3c2)C1 (configuration not stated),16µM*
Cc1cccc(N2CCN(C(C(=O)NCc3ccccc3)c3ccco3)CC2)c1C (configuration not stated),?
O=C(Nc1ccc2c(c1)C(N1CCOCC1)c1ccccc1-2)C(F)(F)F (configuration not stated),-3%
CC(=O)N1CCCC(C)(C(=O)Nc2ccc3oc(C)nc3c2)C1 (configuration not stated),-12%
COC(=O)c1ccc2nc(-c3ccc(OC)c(OC)c3)c(CC3CCCCC3)n2c1,18µM*
C[C@@H]1CN([C@H](C)CO)C(=O)CCCn2nncc2CO[C@H]1CN(C)Cc1ccccc1C(F)(F)F,21µM*
N#C/C(=C\c1cccn1S(=O)(=O)c1ccccc1)S(=O)(=O)c1ccc(F)cc1,-20%
COc1cccc(-c2cnc3c(NC(C)=O)cc(-c4ccc(C(=O)NC5CC5)cc4)cn23)c1,13µM*
CN(C)CCCNC(=O)c1cccc(-c2ccc3nncn3c2)c1,20%
CN(C)C(CNC(=O)c1cc(S(=O)(=O)N2CCOCC2)ccc1Cl)c1cccs1 (configuration not stated),21µM*
COc1ccc(CCC2(C)OCC(CCCCO)O2)cc1 (configuration not stated),-8%

# Structural class, the compounds so far with a Cl atom.
SMILES,TDP1 cell noCPT
O=C1NC2c3c(Cl)sc(Cl)c3C(=O)C2O1 (configuration not stated),21µM*
OCCCNc1ncnc2c1ncn2[C@H]1CN(Cc2ccc(Cl)cc2)C[C@@H](CO)O1,-9%
Cn1cnc2c(F)c(Nc3ccc(Br)cc3Cl)c(C(=O)NOCCO)cc21,3%
COCCN(C(=O)COC(=O)C(C)(C)Oc1ccc(Cl)cc1)c1c(N)n(Cc2ccccc2)c(=O)[nH]c1=O,-9%
COc1ccc(OC)c(-c2cc(Cl)c3c(c2)CC(CNC(=O)/C=C/c2ccccn2)O3)c1 (configuration not stated),-11%
CCCCNC(=O)c1nc(-c2ccccc2)oc1-c1ccc(Cl)cc1,?
O=C(NCCCN1CCCC1=O)c1cc(S(=O)(=O)N2CCN(c3ccccc3)CC2)ccc1Cl,?
Nc1cc(Cl)cc2c1-c1ccc(Cl)cc1C2,?
NC(c1csc(NC(=O)Nc2ccccc2Oc2ccccc2)n1)c1ccccc1Cl (configuration not stated),?
CC(=O)Oc1ccccc1Cn1c(C)c(C(=O)NCc2ccc(Cl)c(Cl)c2)sc1=O,?
CCOC(=O)C1=C(C)N=c2sc(=Cc3cc(Cl)c(OCC(=O)O)c(Cl)c3)c(=O)n2C1c1cccc(OC)c1 (configuration not stated),?
CN(Cc1ccc(Cl)cc1Cl)C(=O)C1CC(=O)N(Cc2ccco2)C1 (configuration not stated),?
CN(C)C(CNC(=O)c1cc(S(=O)(=O)N2CCOCC2)ccc1Cl)c1cccs1 (configuration not stated),21µM*
